Compound activity: PubChem BioAssay, National Center for Advancing Translational Sciences (NCATS)
USP2a block: USP2a (human) protease inhibition. Potency, µM (top dose mostly 38.3 µM), without a hit: at the highest dose activity change, negative = inhibition, actives largely listed as inhibitors. AID 463254. USP2 core, Ub-CHOP2 coupled fluorogenic reporter, 485/531. actives 0.01% (n = 330,000);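 note: potency is the fitted concentration of half-maximal effect; plate controls were DMSO wells for no effect and full inhibition by NEM control for full effect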
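Cell-free coupled assay: 10nM USP2 core preincubated 30min RT with compound in Tris-HCl pH 8.0/CaCl2/CHAPS buffer, then 25nM Ub-CHOP2 and 25nM reporter substrate; fluorescence (Ex 485/Em 531) read after 60min RT, normalized to NEM inhibition, concentration-response curves fitted.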
Mito fusion act: mitochondrial division inhibition or fusion activation; actives 0.23% (n = 320,000); S. cerevisiae fusion-defective mutant growth rescue, CellTiterGlo 48 h; Potency, µM (series often up to 46.1 µM), without a hit: at the highest dose growth rescue (activation), most hits filed as activators;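 note: potency is the fitted concentration of half-maximal effect; % of control where 0% means no effect; nearly all actives have a fitted effect of over 45% in size; temperature-sensitive fusion mutants such as fzo1-1 at 37 °C on non-fermentable ethanol glycerol medium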
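Yeast fusion mutant, YPEG (non-fermentable carbon), compound, 48 h at 37C non-permissive; CellTiterGlo added, 10 min RT, luminescence read. Rescued growth = division inhibition.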
ELG1 repair inh: inhibitors of ELG1-dependent DNA repair in HEK293T cells; HEK293T ELG1-luciferase reporter, luminescence, 16 h; DNA damage induced by 5-fluorouridine; actives 2.3% (n = 330,000); Potency, µM (titrated, usually from 46.1 µM), without a hit: top-dose activity change, negative = inhibition, hits mostly inhibitors; note: potency is the fitted concentration of half-maximal effect; % is set by controls: 0 for no effect and ±100 for the full control effect; nearly all actives have a fitted effect of over 55% in size
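HEK293T cells expressing luciferase-tagged ELG1 (2,000/well) received 5-Fluorouridine plus compound or DMSO for 16 hr at 37 °C. Luciferase was read by ONE-Glo luminescence after 30 min at room temperature.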
uPA generation: blocks generation of uPA at the cell surface; cell surface uPA generation assay, qHTS; Potency, µM (series often up to 38.3 µM), for the others: at the top dose activity change, negative = inhibition, hits mostly inhibitors; actives 0.31% (n = 330,000); AID 540303; active = well fitted inhibition curve with a large enough effect; inconclusive = small, poorly fitted or top-dose-only effect; inactive = no such curve, though single readings can be large or run the other way; tested in mouse RAW 264.7 cells; note: potency is the fitted concentration of half-maximal effect; % is set by controls: 0 for no effect and ±100 for the full control effect; nearly all actives have a fitted effect of over 55% in size
BCR signal inh: blocks chronic active B-cell receptor signaling. ABC-DLBCL IkBa-CBG/CBR reporter, luminescence ratio, 4 h. Potency, µM (series often up to 46.1 µM), inactives show top-dose ratio change, negative = lower green/red ratio, most hits filed as inhibitors. AID 493014. actives 0.05% (n = 340,000); active = well fitted inhibition curve with a large enough effect in the signal ratio, with a control signal flat, not every such curve was filed as active; inconclusive = small, poorly fitted or top-dose-only effect, or effect the other way, or a change in a side signal; the % refers to the signal ratio;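 note: potency is the fitted concentration of half-maximal effect; plate controls were basal doxycycline-induced cells for no effect and cells given 10 µM MG132 for full effect; MG132 reads +100%, hits lower the ratio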
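TMD8 human ABC-DLBCL cells with doxycycline-inducible IκBα–green luciferase fusion and unfused red luciferase, in 0.5% FBS medium; compounds up to 46 uM, 4 h at 37C. Green/red luminescence ratio, filter-overlap corrected, fitted to concentration-response curves.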
B2AR arrestin: beta2AR (human) beta-arrestin recruitment activity; actives 0.02% (n = 330,000); Potency, µM (series often up to 46.1 µM), for inactives: at the top dose activation, actives largely listed as activators; P07550; beta-arrestin recruitment to beta2AR, cell-based reporter;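 note: potency is the fitted concentration of half-maximal effect; 0% = DMSO controls and full agonism = EC100 isoproterenol or metaproterenol; nearly all actives have a fitted effect of over 65% in size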
Target sequence (P07550 whole entry, looked up): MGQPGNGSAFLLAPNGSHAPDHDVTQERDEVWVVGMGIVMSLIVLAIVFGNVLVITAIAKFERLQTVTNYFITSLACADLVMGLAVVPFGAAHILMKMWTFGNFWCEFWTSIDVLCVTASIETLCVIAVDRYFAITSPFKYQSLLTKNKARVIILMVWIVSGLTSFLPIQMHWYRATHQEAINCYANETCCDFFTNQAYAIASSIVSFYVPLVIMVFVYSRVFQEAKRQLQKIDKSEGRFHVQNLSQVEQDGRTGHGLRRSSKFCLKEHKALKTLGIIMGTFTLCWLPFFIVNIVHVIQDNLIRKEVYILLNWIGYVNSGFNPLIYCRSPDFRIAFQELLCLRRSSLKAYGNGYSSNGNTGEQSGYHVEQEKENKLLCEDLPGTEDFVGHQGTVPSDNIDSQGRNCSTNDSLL
Tb PFK block: blocks T. brucei phosphofructokinase; O15648; T. brucei PFK, ADP-Glo luminescence; Potency, µM (series often up to 57.5 µM), without a hit: at the highest dose activity, negative = inhibition, most hits filed as inhibitors; actives 0.17% (n = 330,000); AID 485367;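 note: potency is the fitted concentration of half-maximal effect; 0% = uninhibited 1x PFK enzyme wells and -100% = no-enzyme wells; nearly all actives have a fitted effect of over 60% in size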
Target sequence (O15648 whole entry, looked up): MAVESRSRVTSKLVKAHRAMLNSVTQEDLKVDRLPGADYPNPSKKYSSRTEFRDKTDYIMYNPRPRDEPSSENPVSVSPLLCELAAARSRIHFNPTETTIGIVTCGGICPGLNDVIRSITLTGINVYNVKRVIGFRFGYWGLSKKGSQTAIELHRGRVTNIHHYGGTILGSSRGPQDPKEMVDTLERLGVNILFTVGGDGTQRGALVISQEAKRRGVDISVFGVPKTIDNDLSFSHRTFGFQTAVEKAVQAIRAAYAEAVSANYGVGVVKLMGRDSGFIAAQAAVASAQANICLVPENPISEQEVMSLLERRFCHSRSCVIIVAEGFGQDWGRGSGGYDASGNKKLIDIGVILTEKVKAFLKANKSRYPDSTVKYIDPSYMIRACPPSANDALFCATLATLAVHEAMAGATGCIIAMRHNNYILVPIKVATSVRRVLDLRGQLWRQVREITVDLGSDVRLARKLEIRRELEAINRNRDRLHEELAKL
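In TEA buffer at pH 8.0 with 5 mM MgCl2, enzyme (1.25 nM) converted F6P (0.5 mM) and ATP (0.1 mM) for 45 min at room temperature. ADP product was read by luciferase luminescence.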
TSHR antag: antagonists of human thyroid stimulating hormone receptor; TSHR-expressing cells, TSH-stimulated cAMP HTRF, 2 h; stronger effect = lower value; activity change, negative = inhibition, % at 11.5 µM; actives 0.2% (n = 330,000); AID 504810;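 active = activity change below a set negative limit, meaning inhibition stronger than a set level, cut at about -70% in these data; inconclusive = activity change between two set negative limits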; note: % is set by controls: 0 for no effect and ±100 for the full control effect
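Freshly harvested TSHR cells receive pin-tooled compound, then EC80 TSH at 4nM final. After 2 hours at 37 deg C, antibody in lysis buffer and cAMP-d2 are added; 30 minutes at ambient temperature precede the HTRF read.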
Eya2 phos inh: blocks the phosphatase activity of human Eya2; O00167; recombinant Eya2, OMFP fluorescence dephosphorylation (OMFP is methylfluorescein phosphate); Potency, µM (series often up to 76.9 µM), without a hit: at the highest dose activity, negative = inhibition, usual class: inhibitors; actives 0.006% (n = 330,000); note: potency is the fitted concentration of half-maximal effect; % is set by controls: 0 for no effect and ±100 for the full control effect
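Eya2 protein (added as 0.2 uM solution) was preincubated with compound for 10 min at ambient temperature in 50 mM HEPES pH 7.5, 50 mM NaCl, 5 uM MgCl2, 0.05% BSA, 1 mM DTT. OMFP (added at 50 uM) then reacted 10 min; fluorescence read at 485/525 nm.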
TCR act: activates T cell receptor signaling; Potency, µM (highest dose often 9.22 µM), for inactives: at the highest dose activation of IL-2 secretion, most hits filed as activators; 330,000 tested, under 10 active; primary human leukocytes, anti-CD3, IL-2 HTRF, 48 h; note: % of control where 0% means no effect
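Compounds are tested in HTS on primary human leukocytes co-incubated with a-CD3 beads for 48 hr. IL-2 output is measured by time-resolved FRET.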
TSG101-PTAP inh: blocks PTAP/TSG101 interaction to inhibit HIV-1 budding; Q99816; Fluorescence polarization, FITC-PTAP peptide / Tsg101 binding; Potency, µM (series often up to 115 µM), inactives show at the highest dose activity change, negative = inhibition, most hits filed as inhibitors; 340,000 tested, under 10 active; AID 493005; active = well fitted inhibition curve with a large enough effect in the main read-out, with a control signal flat, not every such curve was filed as active; inconclusive = small, poorly fitted or top-dose-only effect, or effect the other way, or a change in a side signal; inactive = no such curve, though single readings can be large or run the other way; note: potency is the fitted concentration of half-maximal effect; % of control where 0% means no effect
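Tsg101 binding domain (10 uM final) was mixed with compound and a FITC-labeled PTAP peptide (50 nM final) in HEPES pH 7.5 buffer with NaCl, Tween 20, EDTA and TCEP; fluorescence polarization was read after 20 min at r.t.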
Active calls of the source: *; ? = inconclusive; / = no result given; [ ] = remark or other dose. Unless noted, calls come from the whole dose curve; as a rule, active = well fitted curve in the direction sought with a large enough effect; inconclusive = small, poorly fitted or top-dose-only effect, or another doubt; inactive = no such curve, though single readings can be large; an effect the other way counts as inactive or inconclusive.

SMILES | USP2a block | Mito fusion act | ELG1 repair inh | uPA generation | BCR signal inh | B2AR arrestin | Tb PFK block | TSHR antag | Eya2 phos inh | TCR act | TSG101-PTAP inh
COc1ccc(CN(CC(=O)NCc2ccc(F)cc2)C(=O)CCC(=O)Nc2cc(C)ccn2)cc1 | 0.2% | 2.7% | -6.6% | 2.2% | 3.5% | -0.1% | 4.7% | 3.6 | -1.7% | -5.9% | -4.9%
Cn1c(C(=O)NCCN2CCc3ccccc3C2)cc2c(=O)[nH]c3ccccc3c21 | -7.2% | -0.4% | ? | 1.8% | 1.2% | 0.2% | 0.3% | -7.0 | 2.1% | -2.2% | -3.5%
Nc1nc(SCC(=O)Nc2ccccc2Sc2ccc(Cl)cc2)n[nH]1 | 1.8% | 0.7% | -6.8% | -0.9% | -13.1% | -0.4% | -0.1% | -22.6 | 0.8% | / | -2.3%
O=C1c2ccccc2C(Nc2ccc(S(=O)(=O)N3CCOCC3)cc2)N1Cc1ccco1 (configuration not stated) | 1.3% | 0.2% | -2.1% | -1.4% | ? | 0.4% | 3.0% | -2.4 | 9.2% | 2.5% | -2.6%
S=C(NCc1ccccc1)N1CCN(Cc2ccc3c(c2)OCO3)CC1 | 2.6% | 3.6% | -1.5% | 1.8% | 1.3% | -0.3% | -0.8% | 2.7 | 2.8% | -2.5% | -3.5%
Cc1cccc(NC(=O)c2ccc(OC3CSC3)cc2)c1 | 2.2% | 8.4% | ? | -9.1% | ? | 0.1% | -5.2% | -3.8 | 8.3% | 2.9%[46.1 µM] | -0.5%
O=C(CSc1nnc(CNc2ccc(F)cc2)o1)N1c2ccccc2Sc2ccccc21 | 5.1% | -11.1% | ? | / | ? | -1.6% | -26.9% | -8.7 | -18.9% | 1.4% | -8.2%
Cc1ccc(S(=O)(=O)N/N=C/c2ccc(O)c(O)c2)cc1[N+](=O)[O-] | 2.2% | -0.1% | -8.1% | -7.9% | -0.4% | -0.7% | -8.7% | 9.0 | 4.5% | 7.6% | -1.4%
COc1cc(Cl)c(C)cc1NC(=O)CCN1C(=O)NC(C)(C)C1=O | 1.7% | 1.1% | 16.7% | -1.0% | -5.3% | -0.2% | -0.4% | 8.1 | -11.9% | 2.1% | -2.3%
Cc1cc2ccccc2c(=O)n1CC(=O)NCc1ccco1 | -8.2% | -7.3% | -2.0% | -1.2% | ? | -0.6% | 2.9% | / | -10.4% | -9.9% | -4.4%
c1ccc2nc3c(nc2c1)sc1nc2ccccc2n13 | 0.0% | -3.2% | 4.8% | / | 5.3% | 0.0% | -4.2% | 0.4 | 6.2% | / | /
CC(C)(C)c1ccc(C(=O)NCCCN2CCN(CCCNC(=O)c3ccc(C(C)(C)C)cc3)CC2)cc1 | -4.4% | -19.0% | ? | -17.3% | 3.0% | -0.9% | -0.7% | 23.1 | -26.7% | -5.3%[46.1 µM] | -5.0%
COC(=O)C1=C(CS(=O)(=O)c2ccccc2)NC(=O)NC1c1ccccc1 (configuration not stated) | -1.1% | -1.2% | 9.6% | -4.3% | -7.3% | -0.1% | 3.2% | -0.7 | 8.1% | 0.2% | -1.6%
Cc1cc(C)n(-c2ccc(C(=O)Nc3cccc([N+](=O)[O-])c3)cc2)n1 | 1.1% | 0.6% | ? | 1.5% | 1.7% | -0.8% | -2.2% | -15.9 | 12.9% | 8.2% | -3.0%
COc1ccccc1CNC(=O)CSC(=S)N1CCCC1 | 3.0% | -5.8% | 0.1% | 4.5% | ? | -0.3% | -18.3% | 7.8 | -3.3% | 0.3% | -0.3%
CC1(C)Cc2cccc(Oc3ccc(S(=O)(=O)N4CCCC4)cn3)c2O1 | -2.6% | -2.7% | -22.9% | -1.0% | -1.2% | 0.0% | -0.7% | 39.5 | -1.5% | 1.5% | -0.1%
Cc1ccc(/C=C/c2nc3ccccc3c(=O)[nH]2)cc1 | 1.0% | -2.7% | ? | ? | 12.2% | 0.0% | -0.3% | -8.0 | -1.6% | 6.8% | -2.6%
Nc1c(C(=O)Nc2ccc3c(c2)OCCO3)nnn1Cc1ccc(Cl)cc1 | 4.1% | 15.5% | ? | 2.5% | ? | 0.1% | -7.7% | -8.0 | -1.2% | -7.4% | -0.5%
CCCCCN(C(=O)CCC(=O)OCC(=O)NCc1cccc(OC)c1)c1c(N)n(CCCC)c(=O)[nH]c1=O | -1.3% | -2.0% | 8.9% | -1.0% | 1.9% | 0.5% | 4.3% | 10.6 | 1.2% | -2.4% | -4.4%
Cc1ccc(S(=O)(=O)N2CC=C(c3ccc(F)cc3)CC2)cc1 | 0.7% | 11.5% | 3.5% | 3.9% | 1.3% | 0.1% | 0.0% | -5.0 | -7.8% | -6.7%[46.1 µM] | -0.7%
COc1ccc(C(=O)N/N=c2\oc3ccccc3cc2C(=O)NCc2ccccc2)cc1 | 10.3% | -2.0% | 10.3µM* | 1.5% | 3.3% | -0.1% | 2.2% | -1.1 | 8.0% | -1.7%[46.1 µM] | 0.4%
CCOC(=O)c1c[nH]n2c(=O)cc(C)nc12 | 1.5% | 2.8% | -12.0% | 0.2% | 3.2% | 0.1% | -11.1% | -1.0 | 13.4% | 6.8% | -0.3%
COc1ccccc1-c1cc(C(=O)NCc2ccco2)no1 | -0.3% | 3.8% | ? | / | ? | 0.0% | -3.8% | -12.8 | 5.4% | -6.4% | -5.1%
CCCCc1nnc(NC(=O)CN2C(=O)C3CCCCC3C2=O)s1 (configuration not stated) | -0.2% | -3.3% | 2.4% | 5.8% | 9.9% | -0.2% | -9.2% | 7.6 | 3.2% | 5.0% | -1.2%
CC(C(=O)O)n1c2ccccc2c2cn[nH]c(=O)c21 (configuration not stated) | 0.5% | -9.2% | ? | 4.0% | ? | 0.4% | 0.0% | 9.3 | 0.0% | -2.5% | -3.3%
O=C(NC1CCS(=O)(=O)C1)c1ccc(Br)o1 (configuration not stated) | 1.4% | -1.8% | -2.0% | 3.7% | 1.5% | 0.0% | -2.6% | -2.4 | 17.1% | -3.8% | 1.5%
S=C(NCCc1ccccc1)N/N=C/c1c(Cl)cccc1Cl | 4.2% | -4.7% | 8.4% | 4.7% | ? | -0.2% | 3.5% | -2.9 | -4.1% | -5.5%[46.1 µM] | 0.9%
O=C(COC(=O)c1cc([N+](=O)[O-])ccc1N1CCOCC1)c1ccccc1Cl | 0.6% | -1.0% | -24.3% | 0.9% | -3.0% | -1.0% | -1.9% | -6.0 | -3.4% | 0.4% | -4.2%
CC(=O)c1ccc(Cc2ccc(C(C)=O)cc2)cc1 | -3.1% | -0.2% | 10.6% | 1.0% | -18.6% | -0.1% | -0.6% | 6.7 | -2.4% | -13.8% | -4.3%
Cc1nn(-c2cccc(Cl)c2)c(Cl)c1/C=N/NC(=O)c1cccs1 | 3.5% | -2.2% | 24.7% | 3.0% | 7.4% | 1.5% | 0.4% | -14.4 | 0.8% | 12.7%[46.1 µM] | -2.8%
COc1ccc(N2C(=O)c3ccc(C(=O)OC(C)C)cc3C2=O)cc1 | 3.1% | -1.2% | 6.8% | 3.9% | 0.2% | 0.0% | 3.0% | 1.1 | 3.6% | 7.6%[46.1 µM] | 1.8%
COc1ccc(OC)c(CC(NC(C)=O)C(=O)NC2CCN(c3nc(C)cc(C)c3C#N)CC2)c1 (configuration not stated) | -1.2% | -4.5% | 12.3% | / | 2.3% | -1.7% | 4.6% | 9.2 | 9.1% | / | /
Cc1ccc(F)cc1NC(=O)c1cccc2nccnc12 | -5.4% | -0.2% | -18.5% | / | 0.0% | -0.2% | 1.2% | -4.2 | -15.3% | / | -5.7%
CSc1cccc(NC(=O)CC(C)n2ccnc2)c1 (configuration not stated) | -1.1% | 0.2% | 9.0% | -0.4% | 0.6% | -0.1% | -0.6% | 1.6 | -13.4% | -8.1% | -0.4%
Cc1cc(=O)oc2cc(OCc3ccc(C(=O)OCC(=O)Nc4ccccc4OC(F)F)cc3)ccc12 | 0.7% | -5.2% | -3.4% | -1.4% | -8.3% | -0.2% | 1.4% | -0.3 | 3.3% | 3.7%[46.1 µM] | 0.0%
CC1=CC2=NCC(O)CN2C=C1 (configuration not stated) | 0.1% | -0.5% | 5.7% | / | -0.5% | -0.4% | -3.4% | 4.6 | 6.4% | -4.5% | 0.1%
CCCCC(=O)OCc1nc(N)nc(Nc2ccccc2C)n1 | 0.9% | -3.4% | ? | 5.6% | -4.8% | -0.7% | -2.8% | 6.1 | 4.3% | 5.9%[46.1 µM] | -2.1%

Random draw from the library (roughly 3% active in at least one column).
